Pf growth 48h – inhibits P. falciparum growth in the first generation, 48 h; P. falciparum luciferase growth in erythrocytes, 48 h; Potency, µM (top dose mostly 28.7 µM), for inactives: top-dose activity change, negative = inhibition, usual class: inhibitors; hit rate 5.9% among 310,000; further: potency means the concentration at half of the fitted maximal effect; on the % scale 0 is the no-effect control and ±100 the full control effect
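Firefly luciferase activity from engineered P. falciparum reports growth; inhibitors lower the luminescent signal. Cultures contained 2% hematocrit erythrocytes at 0.1% final parasitemia.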
Shiga inhibitor – Shiga toxin inhibition; Vero cells, Shiga toxin protein synthesis inhibition reporter; AID 2315; inhibition, % at 38.7 µM; hit rate 9.2% among 290,000; in the data active means inhibition mostly above about 28%, no sharp cut-off; inactive means mostly below about 43%; further: 0% is about no effect
Cycloheximide cs – affects cycloheximide protein synthesis inhibition readout, counter-screen; hit rate 12% among 300,000; max response, %; cell reporter, cycloheximide protein synthesis inhibition counterscreen; AID 2314; in the data active means max response mostly above about 13%, no sharp cut-off; inactive means mostly below about 14%; further: read at 38.3 µM for the half of the compounds with a filed dose; 0% is about no effect
Sm TGR block – S. mansoni TGR enzyme inhibition | Potency, µM (series often up to 114 µM), for inactives: at the highest dose activity change, negative = inhibition, most hits filed as inhibitors | Q962Y6 | hit rate 3% among 360,000 | purified TGR, DTNB reduction, TNB absorbance 405 nm; further: potency means the concentration at half of the fitted maximal effect; on the % scale 0 is the no-effect control and ±100 the full control effect; nearly all actives have a fitted effect of over 60% in size
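First, TGR (20 nM dispensed) and NADPH were mixed with compound. Second, a 15 min room-temperature incubation followed. Third, further NADPH and then DTNB were added to start the reaction. Finally, TNB absorbance was monitored kinetically.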
FBPA Giardia inh – Giardia lamblia aldolase inhibition | Potency, µM (doses to about 59.6 µM), without a hit: at the top dose activity, negative = inhibition, usual class: inhibitors | purified Giardia FBPA | hit rate 0.71% among 290,000 | A8B2U2; further: potency means the concentration at half of the fitted maximal effect; on the % scale 0 is the no-effect control and ±100 the full control effect; nearly all actives have a fitted effect of over 55% in size
Target sequence (A8B2U2 whole entry, looked up): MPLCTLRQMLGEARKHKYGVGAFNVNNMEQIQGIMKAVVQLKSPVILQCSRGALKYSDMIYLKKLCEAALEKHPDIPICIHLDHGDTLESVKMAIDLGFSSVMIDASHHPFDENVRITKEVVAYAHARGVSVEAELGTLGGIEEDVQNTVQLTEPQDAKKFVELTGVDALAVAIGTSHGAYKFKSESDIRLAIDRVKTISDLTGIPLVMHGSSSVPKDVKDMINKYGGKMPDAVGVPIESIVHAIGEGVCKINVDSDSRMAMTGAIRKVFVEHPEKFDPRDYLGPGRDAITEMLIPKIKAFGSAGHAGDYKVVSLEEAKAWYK
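Giardia FBPA (40 nM reagent) was preincubated 10 min at RT with compound (up to 57.5 uM final), then substrate plus GAPDH/TPI/NAD/arsenate coupling system with diaphorase/resazurin was added; resorufin fluorescence (525/598 nm) was read after 20 min.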
Pf growth 96h – P. falciparum growth inhibition at 96 hour, primary screen for plastid delayed-death inhibitors | Potency, µM (titrated, usually from 28.7 µM), for the others: at the top dose activity change, negative = inhibition, actives largely listed as inhibitors | P. falciparum luciferase reporter growth, 96 h | hit rate 6.9% among 320,000; further: potency means the concentration at half of the fitted maximal effect; on the % scale 0 is the no-effect control and ±100 the full control effect
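Parasite growth measured via integrated firefly luciferase reporter in P. falciparum. Infected erythrocytes at 2% hematocrit, 0.05% parasitemia final were treated 96 hours at 37 C under 5% CO2, and luminescence was read.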
* = called active by the depositor; ? = inconclusive; · = no result given; [ ] = dose if it differs, or a comment. Unless noted, the call rests on the fitted dose curve; in most records, active means well fitted curve in the direction sought with a large enough effect; inconclusive means small, poorly fitted or top-dose-only effect, or another doubt; inactive means no such curve, though single readings can be large; an effect the other way counts as inactive or inconclusive.

SMILES	Pf growth 48h	Shiga inhibitor	Cycloheximide cs	Sm TGR block	FBPA Giardia inh	Pf growth 96h
CSc1ccccc1-c1nnc(NC(=O)Cc2ccccc2)o1	-7%	16	-2	5%	-2%	?
Cc1ccc(-c2noc(CCCC(=O)Nc3cccnc3)n2)cc1	?	16	3	-7%	-3%	?
CC1CCN(c2nc(-c3ccncc3)nc3ccccc23)CC1	4.1µM*	19	-3	-20%	-1%	4.7µM*
O=C(OCC#CCSc1nc2ccccc2o1)c1cc2ccccc2o1	32%[activator]	32	15*	0%	0%	21%
Cn1c(=O)n(CCc2ccccc2)c(=O)c2c1nc1n2CCCN1CCc1ccccc1	9.3µM*	1	-2	7%	-1%	·
COCCC1CCCCN1C(=O)c1cc(COc2ccc(C)nc2)on1 (stereo not drawn)	-12%	45	49*	6%	-5%	?
Cc1nc([N+](=O)[O-])cn1-c1ccc(N)cc1	5%	-11	-8	-7%	5%	12µM*
COc1cccc(/C=C2\Oc3cc(OCC(=O)N4Cc5ccccc5C[C@H]4C(=O)O)ccc3C2=O)c1	-1%	3	-2	?	11%	22%
O=C(CSc1nnc(-c2cccc(F)c2)o1)N1CCOCC1	-14%	-7	6	18%	3%	-17%
CC1CSc2ccccc2NC1=S (stereo not drawn)	-7%	-1	-1	-5%	-28%	-29%
O=c1[nH]c(CN2CCNCC2)nc2ccccc12	·	-1	5	-11%	-15%	-9%
CSCC[C@H](N)C(=O)N[C@@H](CCCN=C(N)N)C(=O)N[C@@H](CC(C)C)C(=O)N[C@@H](Cc1ccccc1)C(=O)N[C@H](C(=O)O)C(C)C	·	-15	-1	·	-1%	·
CC(/C=C1\SC(=S)N(NC(=O)c2ccc(C)cc2)C1=O)=C\c1ccccc1	20%	-11	-5	-3%	-1%	8%
O=c1n(CCCN2CCN(c3cccc(Cl)c3)CC2)nc2ccccn12	?	11	-1	-9%	-9%	6%
COc1cccc2cc(C(=O)OC3CCN(C)CC3)c(=O)oc12	5%	-9	1	-23%	-7%	12µM*
Cc1cc(=O)[nH]c(SCC2(O)C3CC4CC(C3)CC2C4)n1 (stereo not drawn)	-4%	3	8	?	-5%	·
COc1ccc(NC(=O)CCN2CCOCC2)c(OC)c1	-42%	5	6	0%	4%	12%
CCOC(=O)C1=C(C)NC(=O)NC1c1ccoc1 (stereo not drawn)	-10%	-2	-2	-22%	1%	45%[activator]
O=S(=O)(c1ccc(F)cc1)n1ccc2cccnc21	56%[activator]	20	15	-20%	-3%	51%[activator]
Cn1c(Cc2csc(N)n2)nnc1SC/C=C/c1ccccc1	-6%	8	-2	-25%	4%	·
CCCn1cc2c3c(cccc31)C1CC(C)CN(C)C1C2 (stereo not drawn)	?	18	7	-26%	-8%	12µM*
Cc1ccc(C)c(NC(=O)c2cc(C)nc3ccccc23)c1	30%	·	-1	1%	5%	2%
CCOC(=O)CSc1nc2ccccc2c(=O)n1CC1COc2ccccc2O1 (stereo not drawn)	2%	-12	-6	9%	0%	-6%
CCCCCOC(=O)C1[C@H]2C(=O)N(CCCOC)C[C@]23C=C[C@H]1O3 (stereo partly drawn)	?	46	-4	-7%	0%	?
CC(C)n1c(O)c(N=Nc2ccccn2)c2ccccc21	-11%	11	5	-3%	-4%	?
Cc1cccc2sc(NNC(=O)c3ccc(S(=O)(=O)N4CCCC(C)C4)cc3)nc12 (stereo not drawn)	31%[activator]	16	3	-17%	-26%	39%[activator]
O=C(NCCCN1CCCC1)c1ccc(CS(=O)(=O)c2ccc(Cl)cc2)o1	7%	-4	-5	-17%	·	?
COC(=O)Cc1n[nH]c(=S)[nH]c1=O	15%	-11	-2	-2%	?	119%[activator]
COc1cccc(CNC(=O)c2nnn(CC(=O)Nc3ccc(C)c(C)c3)c2N)c1	14%	6	-4	4%	-2%	·
O=C(CCn1nnc2ccccc21)Nc1nnc(-c2ccccc2F)s1	-6%	37	-1	0%	0%	-9%
CCOC(=O)c1ccc(NC(=O)CC2C(=O)N(c3ccccc3)C(=O)N2CCCOC)cc1 (stereo not drawn)	-6%	-10	-4	14%	1%	·
COc1cccc(C2N(Cc3ccccc3)C(=O)C2(F)F)c1OC (stereo not drawn)	7%	-5	-6	-1%	·	12%
CNC(=O)c1c(NC(=O)C2=COCCO2)sc2c1CCCC2	11%	34	24	-1%	·	13µM*
Cc1ccc2c(c1)CC1(CN2C)C(=O)NC(=O)N(c2ccccc2C)C1=O (stereo not drawn)	1%	19	-2	-34%	-19%	-12%[5.75 µM]
O=S(=O)(c1cccc(NC(=S)N2CCN(c3ccccc3F)CC2)c1)C(F)F	20%	-10	0	-8%	2%	58%[activator]
Cc1ccc(Cn2c(NS(=O)(=O)c3ccccc3)nc3ccccc32)cc1	-3%	-17	-1	-1%	-3%	?
COC(=O)c1cccc(N/C=C(\[N+](=O)[O-])S(=O)(=O)c2ccccc2)c1	-6%	18	-1	?	9%	20%
Cc1ccc2c(c1)CCCN2C(=O)CCc1nc2ccccc2c(=O)[nH]1	?	·	·	-4%	·	?
Cc1ccc2[nH]c(=O)c(Cc3ccccc3)c(O)c2c1	28%	1	-2	8%	-1%	107%[activator]
N#C/C(=C\c1cccs1)C(=O)NCc1ccccc1	27%	27	13	-20%	3%	5%
Cc1ccc(NC(=O)C2CCN(c3ncnc4c3nc3n4CCCCC3)CC2)nc1	-12%	21	17	6%	·	61%[activator]
O=C(/C=C/c1ccccc1)Nc1ncn[nH]1	3%	29	26*	?	-6%	-5%
Cc1cccc(NC(=O)c2ccc(Cl)c(S(=O)(=O)N3CCCCC3)c2)n1	57%[activator]	·	·	0%	·	98%[activator]
Cc1ccc(C(=O)/C=C\C(=O)c2ccc(C)cc2)cc1	18%	5	-2	1.8µM*	3%	-9%
O=C(COC(=O)c1cccnc1Nc1ccccc1F)NCCN1C(=O)CSC1=O	5%	4	1	10%	0%	·
Cn1c(SCC(=O)NCC2CCCO2)nnc1-c1ccc(Cl)cc1 (stereo not drawn)	4%	·	·	-3%	·	0%
COc1nc(NC23CC4CC(CC(C4)C2)C3)nc(OC)n1	?	-11	9	-1%	7%	8%
O=C(Cc1ccccc1F)OCN1C(=O)c2ccccc2C1=O	4%	8	10	-22%	·	?
Cc1ccc(O)c(C)c1	12%	·	·	7%	·	13%
CCOC(=O)c1ccccc1NC(=O)/C=C/c1cc(OC)c(OC)c(OC)c1	·	-11	-5	12%	1%	-27%
O=[N+]([O-])c1cc(Cl)ccc1N1CCN(c2ccccc2O)CC1	?	20	27	2%	-6%	?
Cc1ccc(NC(=O)CN(C)CC(=O)Nc2ccc(N3CCOCC3)cc2)c(C)c1	26%	-4	-1	-3%	-10%	?
Cn1c(CNC(=O)CCNC(=O)c2ccc(F)c(F)c2)cc(=O)n(C)c1=O	42%[activator]	-8	7	-5%	19%	46%[activator]
Nc1nc2c(ncn2C2C[C@H](O)[C@@H](CO)O2)c(=O)[nH]1 (stereo partly drawn)	3%	·	·	-1%	·	3%
O=C(Cn1c(=O)oc2ccccc21)N(Cc1ccccc1)C1CCS(=O)(=O)C1 (stereo not drawn)	·	-8	-3	12%[11.4 µM]	1%	2%
CC(OC(=O)C1CCN(c2ccc(C(F)(F)F)cn2)CC1)C(=O)NC1CCCCC1C (stereo not drawn)	-14%	·	·	0%	·	7%
Cc1cc(Cl)ccc1OCC(=O)NCCOc1nc(N2CCOCC2)nc(N2CCOCC2)n1	1%	-11	-5	5%	3%	?
Cc1ccc(S(=O)(=O)CC2CSc3nc4ccccc4n32)cc1 (stereo not drawn)	-8%	8	-5	-8%	8%	-8%
Cc1cccc(N/C(=N\S(=O)(=O)c2ccccc2)C(F)(F)F)c1	0%	17	-2	0%	7%	-6%
COc1cccc(/C=N/n2c(=S)n(C)c3ccccc32)c1OC	24%	2	-2	2%	-5%	·

Gathered by group: the entries above with an NH in an aromatic ring
SMILES	Pf growth 48h	Shiga inhibitor	Cycloheximide cs	Sm TGR block	FBPA Giardia inh	Pf growth 96h
O=c1[nH]c(CN2CCNCC2)nc2ccccc12	·	-1	5	-11%	-15%	-9%
Cc1cc(=O)[nH]c(SCC2(O)C3CC4CC(C3)CC2C4)n1 (stereo not drawn)	-4%	3	8	?	-5%	·
COC(=O)Cc1n[nH]c(=S)[nH]c1=O	15%	-11	-2	-2%	?	119%[activator]
Cc1ccc2c(c1)CCCN2C(=O)CCc1nc2ccccc2c(=O)[nH]1	?	·	·	-4%	·	?
Cc1ccc2[nH]c(=O)c(Cc3ccccc3)c(O)c2c1	28%	1	-2	8%	-1%	107%[activator]
O=C(/C=C/c1ccccc1)Nc1ncn[nH]1	3%	29	26*	?	-6%	-5%
Nc1nc2c(ncn2C2C[C@H](O)[C@@H](CO)O2)c(=O)[nH]1 (stereo partly drawn)	3%	·	·	-1%	·	3%

Following part:
SMILES	Pf growth 48h	Shiga inhibitor	Cycloheximide cs	Sm TGR block	FBPA Giardia inh	Pf growth 96h
Cn1c(=O)c2ncn(CC(=O)Nc3cccc(-c4nc5ccccc5s4)c3)c2n(C)c1=O	171%[activator]	118*	53*	1%	2%	31%[activator]
O=C(NCc1ccccn1)C1CCCN(Cc2cnn(-c3ccccc3)c2-n2cccc2)C1 (stereo not drawn)	?	-17	2	-12%	1%	1%
O=C(COc1ccccc1)NC1CCCCCCC1	36%[activator]	44*	28*	2%	·	-7%
COc1cc(C(=O)Oc2cc(N)n(S(=O)(=O)c3ccc(F)cc3)n2)cc(OC)c1OC	2%	-3	-4	-32%	8%	4.7µM*
O=C(O)COc1ccccc1/C=N/NC(=O)Cc1csc(Nc2cccc(C(F)(F)F)c2)n1	-12%	-5	-6	-1%	10%	1%
COc1ccc(NC(=O)C(CCS(C)(=O)=O)NC(C)=O)cc1 (stereo not drawn)	12%	-4	-2	-1%	9%	14%
CCCc1ccc(S(=O)(=O)N2CCN(Cc3ccco3)CC2)cc1	4%	11	6	-23%	1%	?
CCCc1nccn1S(=O)(=O)c1cc(OC)ccc1OC	5%	-15	-1	0%	-11%	·
O=C1CN(c2ccccc2)C(=O)N1	31%[activator]	3	-3	11%	-4%	6%
Cc1nn(-c2ccccc2)c(Cl)c1/C=N/NC(=O)c1nn(C)cc1[N+](=O)[O-]	?	32	30*	1%	·	-22%
OC[C@H]1OC(O)[C@@H](O)[C@@H](O)[C@H]1O (stereo partly drawn)	·	17	-4	·	-5%	·
CC(C)c1nc(C#N)c(NCCCn2ccnc2)o1	15%	-16	5	-17%	-11%	·
COc1ccccc1C(=O)NC(=O)COC(=O)C1CCC1	-13%	·	·	2%	·	0%
CCOC(=O)c1c(S(=O)(=O)Nc2ccccc2OCC)c(C)n(C)c1C	13%	3	-4	-20%	3%	53%
Cc1cc(C)c(C)c(S(=O)(=O)Nc2ccccc2C(=O)O)c1C	10%	-8	1	3%	0%	?
O=C(CNc1ccccc1)N/N=C/c1ccc2c(c1)OCCO2	39%[activator]	48*	34*	-2%	2%	37%[activator]
CC(C)Oc1ccc(C(=O)Nc2cc(S(=O)(=O)N3CCOCC3)ccc2N2CCOCC2)cc1	13µM*	·	·	-5%	·	?
CCOC(=O)N1CCC(N2C(=O)c3ccccc3C2Nc2c(C)cccc2C)CC1 (stereo not drawn)	·	-12	-8	-10%	-3%	?
CC(NC(=O)CCc1nc2cc(S(=O)(=O)N3CCOCC3)ccc2n1C)c1ccc(S(N)(=O)=O)cc1 (stereo not drawn)	0%	-10	-2	1%	·	?
O=C(Nc1ccccc1)Nc1ccccc1C(=O)NCc1ccccc1	·	7	10	-17%	-3%	-7%
Cc1ccc(NC(=O)COC(=O)CCC2CCCC2)c(Br)c1	1%	·	·	-7%	·	-19%
Cc1onc(-c2ccccc2Cl)c1C(=O)OCc1cnc(Cl)s1	0%	22	-3	15%	0%	0%

High-throughput results (PubChem BioAssay)
